BRCA1 expr act: qHTS Assay to Identify Small Molecule Activators of BRCA1 Expression | MCF7-BRCA1-FFLuc reporter, luminescence, 48 h; response scale: scaled: vehicle 0%, 10 µM genistein 100% | Potency, µM (doses to about 46.1 µM), for the others: at the highest dose activation, actives largely listed as activators | hit rate 1.1% among 380,000 | AID 624202, 2012; active means well fitted activation curve with a large enough effect; inconclusive means small, poorly fitted or top-dose-only effect; inactive means no such curve, though single readings can be large or run the other way; further: nearly all actives have a fitted effect of over 80% in size; some results filed as inactive show a strong effect at the top dose
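First, MCF7-BRCA1-FFLuc cells (2000/well) attach for 2 h; next, compounds are pin-added and incubated 48 h at 37 °C; finally, luciferase reagent is added and luminescence read after 15 min.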
An asterisk follows results filed as active; ? = inconclusive; & = joins results of further samples; [ ] = remark or other dose. Potency means the concentration at half of the fitted maximal effect. The list is partial. The share of hits here may be higher or lower than overall.

SMILES | BRCA1 expr act
Cc1ccc(-c2csc(C(O)c3ccc(F)cc3)n2)cc1C (centres undefined) | 30%
COc1ccc(CC(N)c2csc(Nc3cc(Oc4ccccc4)ncn3)n2)cc1 (centres undefined) | -35%
Cc1ccc(Cc2c(C3CCCCC3)nc3c(C)cc(Br)cn23)cc1 | -14%
CC(=O)Nc1cc(-c2cccc(CO)c2)cn2c(-c3ccc(F)cc3)cnc12 | -14%
COCCc1ccc(OC2(C)CCN(Cc3ccc(OC)c4ccccc34)C2)cc1 (centres undefined) | -15%
CC1(c2nnnn2Cc2ccccc2)CCC(=O)N1CC1CCCCC1 (centres undefined) | 11%
NC(c1csc(NC(=O)Nc2ccccc2)n1)C1CCCCC1 (centres undefined) | 0%
C/C(CC(=O)Nc1ccc(N(C)C)cc1)=N\NC(=O)c1ccccc1Cl | 1%
CCCCN1C(=O)C(CC(=O)NC2CC2)CC(C(=O)N(C(C)C)C(C)C)=C1C (centres undefined) | -9%
O=C1C(=Cc2cn(-c3ccccc3)nc2-c2ccc(OCc3ccccc3F)cc2)SC(=S)N1CCS(=O)(=O)O | -48%
C(=C\c1ccccc1)/CN1CCN(C(c2nnnn2C2CCCC2)C2CC2)CC1 (centres undefined) | 0%
OC[C@@H]1CN(CCN2CCOCC2)C[C@H](n2cnc3c(NC4CCC4)ncnc32)O1 | 1%
COCCN1C[C@@H](CO)O[C@@H](n2cnc3c(NCCO)ncnc32)C1 | 8%
O=C(Nc1ccc2c(c1)OCO2)c1ccc2sc([C@@H]3O[C@H](CO)[C@H](O)[C@H](O)[C@H]3O)nc2c1 | 5%
CCOC(=O)C1=CCN(S(=O)(=O)c2ccccc2C)C1c1ccc(C)cc1 (centres undefined) | -9%
CC(C)c1ccc(NC(=O)CSc2nnc(-c3ccccc3)n2C)cc1 | 17%
C[C@@H]1CN([C@@H](C)CO)C(=O)CCCn2nncc2CO[C@H]1CN(C)C | 10%
COc1ccc(CNC(=O)CC[C@H]2O[C@@H](n3ccc(=O)[nH]c3=O)[C@H](O)[C@@H]2O)cc1 | 10%
COc1cc2c(NC3CCN(C)CC3)nc(N3CCCN(C)CC3)nc2cc1OCC1CCCCN1 (centres undefined) | -55%
COc1ccc(CNC(=O)C2CCC(=O)N(C3CCCCCC3)C2)c(OC)c1 (centres undefined) | -8%
Cc1c(C(=O)NCc2ccc3c(c2)OCCO3)sc(=O)n1Cc1cccc(C(F)(F)F)c1 | -35%
N#Cc1ccc(C(=O)N2CCCCC2c2cc(C(=O)NCc3ccccc3)no2)cc1 (centres undefined) | 14%
O=C(Nc1nnc([C@H]2C[C@H](O)[C@@H](CO)O2)s1)c1cccc(C(F)(F)F)c1 | -1%
N#Cc1ccccc1NC(=O)C1CCCO1 (centres undefined) | 4%
CC(=O)C1=CCC(c2ccccc2)N(S(=O)(=O)c2ccccc2C)C1 (centres undefined) | 10%&0%
COc1ccc(NC(=O)Cn2nnc(-c3ccccc3)c2COc2ccc(C(C)=O)cc2)cn1 | -18%
CCOC(=O)C1(C)CCCCCN1C(=O)c1ccco1 (centres undefined) | -10%
C[C@H](CO)N1C[C@H](C)[C@H](CN(C)C(=O)Nc2cccc(F)c2)Oc2cc(C#CC3(O)CCCC3)ccc2S1(=O)=O | -3%
Cc1cccc(C(=O)NNC(=O)C2CCCCC2)c1O | 3%
CCOC1=C2[C@@H](CN(S(=O)(=O)c3ccc(C)cc3)[C@H]2c2cccc3ccccc23)[C@H]2C(=O)N(c3ccccc3)C(=O)[C@H]2C1 | 7%
CCC(=O)N1CCC1(C)C(=O)Nc1ccc2scnc2c1 (centres undefined) | 2%
CCN(CC)C(=O)C1=C(C)N(Cc2ccc(F)cc2)C(=O)C(CC(=O)NCCc2ccccn2)C1 (centres undefined) | 20%
CC(C)NC(=O)N(C)C[C@H]1OCCCC[C@H](C)Oc2ccc(NS(=O)(=O)c3ccccc3)cc2C(=O)N([C@H](C)CO)C[C@H]1C | 9%
CC1C(=O)N(Cc2cn(CCC3OCCCO3)nn2)CCS(=O)(=O)N1Cc1ccc(-c2ccncc2)cc1 (centres undefined) | -9%
O=C(NCCc1ccccc1F)c1cc(COc2ccc(F)cc2F)on1 | 86%
NC(=O)c1nnn(Cc2cc(Cl)c(C(=O)c3ccc(Cl)cc3)c(Cl)c2)c1N | -37%
C[C@@H]1O[C@H](CCc2cccc(Cl)c2)CC2=C1C(=O)OC(C)(C)O2 | 0%
COc1cc(-c2cnc3c(NC=O)cc(-c4cccc(C(F)(F)F)c4)cn23)cc(OC)c1OC | -62%
CCOC(=O)[C@]12CCC=C1N(CCC1=CCCCC1)C(=O)[C@H](CC(=O)NCc1cccc(C(F)(F)F)c1)C2 | -7%
CN(C)c1ccc(/C=C/c2c(F)cnc3ccccc23)cc1 | ?
O=C(Nc1ccc(F)c(Cl)c1)c1cc(C2CCCCN2C(=O)c2ccccc2)on1 (centres undefined) | -21%
CCc1nc2ccc(C(=O)Nc3ccc(OC)c(OC)c3)cn2c1N(CC)Cc1cccc(Br)c1 | -6%
O=C1C(=O)C(Cl)=C(Cl)C(Cl)=C1Cl | 10%
O=C(O)c1ccc(S(=O)(=O)NN=Cc2c[nH]c3ccccc23)cc1 | -2%
CC(C)COC(=O)N1CCCCC1c1cc(C(=O)NCc2cccnc2)no1 (centres undefined) | 17%
COc1ccc(CC(N)c2csc(NC(=O)CCc3ccccc3)n2)cc1 (centres undefined) | -70%
CC1(Cc2cccc(C(F)(F)F)c2)C(=O)Nc2c(Cl)cccc21 (centres undefined) | 8%
OCc1ccccc1-c1cccc2nccn12 | -8%
O=C(Nc1ccc(Cl)cn1)c1cccc(S(=O)(=O)N2CCCCCC2)c1 | 5%
Cc1cc(=O)c(C(=O)Nc2cccc(C(=O)NC3CC3)c2)nn1-c1ccccc1 | 4%

The list goes on.
SMILES | BRCA1 expr act
CCOC1=C2[C@H](c3ccccc3)N(S(=O)(=O)c3ccc(C)cc3)C[C@H]2n2c(=O)n(-c3ccccc3)c(=O)n2C1 | 3%
O=C(COC(=O)C1CC1)Nc1cccc(Cl)c1 | 8%
CC(C)C[C@H]1CN([C@@H](Cc2ccccc2)CN2CCCC2CN2C(=S)NC[C@@H]2Cc2ccccc2)C(=S)N1CC1CCCCC1 (some centres undefined) | -5%
O=C(CCC1CCCN(C(=O)c2cc(F)ccc2F)C1)N1CCN(c2ccccn2)CC1 (centres undefined) | -20%
CC(C)(C)OC(=O)N1CCc2onc(-c3ccccc3F)c2C1=O | 13%
CC(C)(C)n1nnnc1C(c1cccs1)N1CCN(C/C=C/c2ccccc2)CC1 (centres undefined) | -9%
CCOC(=O)C1(C)CCCN1C(=O)c1cccc(F)c1 (centres undefined) | -6%
COc1ccc(OC)c(NC(=O)C2(C)CCN2C(C)C)c1 (centres undefined) | 19%
CC1(C(=O)NS(=O)(=O)c2cccc(Cl)c2)CCN1C(=O)Cc1ccccc1 (centres undefined) | 13%
CC(=O)Nc1cccc(-c2ccnc3c2CC(C(=O)Nc2cccc(OC(F)(F)F)c2)O3)c1 (centres undefined) | -51%
CN[C@H]1C[C@@H](c2ccccc2)N(C(C)=O)C[C@H]1CO | 4%
CCc1cccc(NC(=O)COC(=O)c2c(-c3ccccc3)noc2C)c1 | -19%
O=C1NC[C@@H](CCCCN2C[C@H](Cc3ccccc3)N(CCc3ccccc3)C(=O)C2=O)N(CCc2ccccc2)C1=O | 5%
CC1(C(=O)Nc2ccc(Cl)c(Cl)c2)CCN1CCc1ccccc1 (centres undefined) | -10%
CC(=O)NCCNc1nc2cc(-c3ccc(C(=O)N4CCN(C)CC4)cc3)sc2c(=O)n1C | 13%
C[C@@H](O)CNC(=O)c1[nH]cnc1C(=O)Nc1ccc(CNC(=O)OC(C)(C)C)cc1 | -27%
CCOC(=O)C1=C(COC(=O)CNS(=O)(=O)c2ccc(C)c(C)c2)NC(=O)NC1C (centres undefined) | -7%
CCOC(=O)C1CCCN(C(=O)c2cccc(S(=O)(=O)NCc3ccccc3)c2)C1 (centres undefined) | -17%
CC(=O)Nc1ccc(-c2ccnc3c2CC(C)(C(=O)Nc2ccc(Cl)c(C(F)(F)F)c2)O3)cc1 (centres undefined) | -68%[inhibitor]
O=C(NNC(=O)C(c1ccccc1)c1ccccc1)c1ccccc1O | -71%
CCOc1ccc(NC(=O)CN(C)C(=O)c2cc3c(s2)CCC3)cc1OCC | -27%
COCCNC(=O)C1(C)CCCN(Cc2csc(-c3ccc(Cl)cc3)n2)C1 (centres undefined) | 8%
FC(F)(F)c1ccccc1Cc1c(C2CCCCC2)nc2ccc(Cl)cn12 | -20%
CC1(C(=O)NS(=O)(=O)C2CC2)CCN(C(=O)c2ccccc2C(F)(F)F)C1 (centres undefined) | 41%
CNc1cnc(-c2ccc(F)c(F)c2F)cn1 | ?
CCOC(=O)C1(C)CCN1C(=O)c1ccc(OC)c(OC)c1 (centres undefined) | 3%
Cc1nc2ccc(C(=O)N(C)Cc3ccccc3)cn2c1N(C)C(=O)CCc1ccccc1 | 8%
NC(=O)C1CCN(C(=O)c2ccc(Cl)c(S(=O)(=O)N3CCc4ccccc43)c2)CC1 | 31%
CC1(Oc2ccc(F)cc2)CCN(Cc2ccccc2OC(F)F)C1 (centres undefined) | 7%
CN(c1ccc(Cl)cc1)c1cc2c(c3c1ccn3C)C1CCC2C1 (centres undefined) | -9%
Cc1ccc(NC(=O)CSc2nnc(-c3ccccc3)n2C)cc1 | -4%
N#CC1C(=O)NC(=O)C(C#N)C12CCCCC2 (centres undefined) | 17%
CCCCNC(=O)C1(C)CCCCN1C(=O)c1oc2ccccc2c1C (centres undefined) | -3%
CC(=O)Nc1ccc(C(=O)N2CCOCC2c2cc(C(=O)NCc3ccccc3)no2)cc1 (centres undefined) | 35%
C#CCN(C[C@@H]1[C@@H](OC(=O)NC2CC2)[C@@H](OC(=O)NC2CC2)Cn2c(=O)n(CCCCCC)c(=O)n21)S(=O)(=O)c1ccc(C)cc1 | -24%
Nc1ncnc2c1ncn2[C@@H]1O[C@H](C(=O)NCc2ccc(OC(F)(F)F)cc2)[C@@H](O)[C@H]1O | 2%
COC(=O)[C@]12CCCCC=C1N(Cc1ccc(Cl)cc1Cl)C(=O)[C@H](CC(=O)NCc1cccc(C(F)(F)F)c1)C2 | -42%
C[C@@H]1CN([C@H](C)CO)S(=O)(=O)c2ccc(C#Cc3ccccc3)cc2O[C@@H]1CN(C)C(=O)CN(C)C | -1%
COCC1CCN(C(=O)c2cc(COc3ccc(OC)cc3Cl)on2)C1 (centres undefined) | 73%
COC(=O)[C@]12CCCCC=C1N(Cc1ccccc1)C(=O)[C@H](CC(=O)N1CCOCC1)C2 | 9%
COc1ccc(NC2CCCN(C(=O)C3=NNC(=O)CC3)C2)cc1 (centres undefined) | 2%
Cc1ccc([C@H]2N[C@]3(CCCN(Cc4ccc(F)cc4)C3=O)[C@H]3C(=O)N(Cc4ccccc4)C(=O)[C@@H]23)cc1 | 1%
CCC(=NNc1ccc([N+](=O)[O-])cc1[N+](=O)[O-])c1ccccc1 | 2%
COc1ccc(S(=O)(=O)NC(=O)C2(C)CCN2C(=O)COc2ccc(Cl)cc2)cc1 (centres undefined) | 1%
CC1=CC2(C)NC(=O)C(C)C12 (centres undefined) | 1%
COc1ccc(/C=C/c2sc3ccccc3[n+]2CCCCI)cc1OC | ?
COC(=O)c1ccc(CNC(=O)/C=C/[C@H]2O[C@@H](n3cc(C)c(=O)[nH]c3=O)C[C@@H]2O)cc1 | 8%
O=C(OCc1ccccc1)N1CCC2CC1c1cc(/C=C/CCCSc3ncccn3)ccc12 (centres undefined) | 8%
Cc1c(C(=O)NCc2ccc([N+](=O)[O-])cc2)sc(=O)n1Cc1ccc(-c2ccccc2)cc1 | 0%
CN1CCN(C2CN(Cc3cn(Cc4ccc(F)cc4)nn3)S(=O)(=O)C2)CC1 (centres undefined) | 18%

Some of these compounds in order of formula weight, rising.
SMILES | BRCA1 expr act
CC1=CC2(C)NC(=O)C(C)C12 (centres undefined) | 1%
CCC(=NNc1ccc([N+](=O)[O-])cc1[N+](=O)[O-])c1ccccc1 | 2%
COc1ccc(NC2CCCN(C(=O)C3=NNC(=O)CC3)C2)cc1 (centres undefined) | 2%
COCC1CCN(C(=O)c2cc(COc3ccc(OC)cc3Cl)on2)C1 (centres undefined) | 73%
COC(=O)c1ccc(CNC(=O)/C=C/[C@H]2O[C@@H](n3cc(C)c(=O)[nH]c3=O)C[C@@H]2O)cc1 | 8%
COC(=O)[C@]12CCCCC=C1N(Cc1ccccc1)C(=O)[C@H](CC(=O)N1CCOCC1)C2 | 9%
COc1ccc(S(=O)(=O)NC(=O)C2(C)CCN2C(=O)COc2ccc(Cl)cc2)cc1 (centres undefined) | 1%
Nc1ncnc2c1ncn2[C@@H]1O[C@H](C(=O)NCc2ccc(OC(F)(F)F)cc2)[C@@H](O)[C@H]1O | 2%
Cc1c(C(=O)NCc2ccc([N+](=O)[O-])cc2)sc(=O)n1Cc1ccc(-c2ccccc2)cc1 | 0%
Cc1ccc([C@H]2N[C@]3(CCCN(Cc4ccc(F)cc4)C3=O)[C@H]3C(=O)N(Cc4ccccc4)C(=O)[C@@H]23)cc1 | 1%
C[C@@H]1CN([C@H](C)CO)S(=O)(=O)c2ccc(C#Cc3ccccc3)cc2O[C@@H]1CN(C)C(=O)CN(C)C | -1%
COC(=O)[C@]12CCCCC=C1N(Cc1ccc(Cl)cc1Cl)C(=O)[C@H](CC(=O)NCc1cccc(C(F)(F)F)c1)C2 | -42%
C#CCN(C[C@@H]1[C@@H](OC(=O)NC2CC2)[C@@H](OC(=O)NC2CC2)Cn2c(=O)n(CCCCCC)c(=O)n21)S(=O)(=O)c1ccc(C)cc1 | -24%

The results go on:
SMILES | BRCA1 expr act
O=C1c2cccc3cccc(c23)C(c2nc3ccccc3[nH]2)N1C1CC1 (centres undefined) | 6%
CC12CCC(/C(=C/NNc3ccc([N+](=O)[O-])cc3[N+](=O)[O-])C1=O)C2(C)C (centres undefined) | -22%
COc1ccc(N2C[C@H](CSC)[C@@H](CC(=O)Nc3ccccc3)C2=O)cc1 | -8%
CCCNC(=O)c1cc(C2CCCCN2S(=O)(=O)Cc2cccc(C(F)(F)F)c2)on1 (centres undefined) | 8%

Assay outcomes (PubChem BioAssay)
